# Compound activity (PubChem)
# S3 lipid droplet – qHTS Assay for Lipid Storage Modulators in Drosophila S3 Cells; Drosophila S3 cells, BODIPY lipid droplet fluorescence, 18-24 h; cells fed with added oleic acid; lipid storage change, negative = inhibition, % at the top dose, mostly 46.1 µM; hits show Potency in µM; 0.64% of 320,000 active; AID 2685, 2010; active means well fitted inhibition curve with a large enough effect in the signal ratio, with a control signal flat, not every such curve was filed as active; inconclusive means small, poorly fitted or top-dose-only effect, or effect the other way, or a change in a side signal; the % refers to the signal ratio
#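 Drosophila S3 cells loaded with oleic acid (400 uM, as added) and compounds at several concentrations; lipid droplets imaged by 488-nm laser-scanning cytometry, 500–530 nm intensity and object ratio to cell channel. Percent activity normalized to 20 uM Triacsin C.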
# S3 lipid droplet cell count max – recorded beside S3 lipid droplet, whose call it bears; cell number change, %; measured here: cell count max response;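 cells counted by Cell Tracker Red CMTPX staining in the red channel; peak over a dose series mostly up to 46.1 µM; percent activity relative to internal control wells on each plate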
# * = called active by the depositor; i = inactive; u = inconclusive; x = no result given. On the % scale 0 is the no-effect control and ±100 the full control effect; potency means the concentration at half of the fitted maximal effect.
# The line under a structure holds: S3 lipid droplet | S3 lipid droplet cell count max
- COc1ccc(OCc2cc(C(=O)N3CCN(CC(=O)N(C)C)CC3)no2)c(Cl)c1
    3% | 6
- COc1ccc(Cc2nc3ccc(C(=O)N(C)CCCN4CCOCC4)cc3o2)cc1
    i | -12
- COc1ccccc1NC(=O)Cn1cnc2c(oc3ccccc32)c1=O
    u | x
- Cc1ccc2c(c1)nnn2C1CCN(CC(=O)c2ccc(Cl)cc2)CC1
    11% | 7
- CC(=O)Nc1ccc(NC(=O)C2C3C=CC(C3)C2C(=O)O)cc1 (stereo not given)
    -12% | 5
- O=C(O)c1ccc(N2C(=O)C3ON(c4ccccc4)C(c4ccccc4F)C3C2=O)cc1 (stereo not given)
    u | x
- Cc1cccc(N2C(N)=NC(N)=NC23CCCCC3)c1
    u | x
- CCCCC(CCC(=O)Nc1ccc(C(=O)OC)cc1)C(=O)O (stereo not given)
    11% | 5
- S=c1[nH]nc(C2CCCCC2)n1/N=C/c1cccs1
    u | x
- O=C(COC(=O)c1ccccc1O)Nc1cc(S(=O)(=O)N2CCCCCC2)ccc1Cl
    u | x
- C=CCNC(=O)c1onc(CSc2ccccc2C)c1C(=O)O
    0% | -12
- CCCCNC(=S)NNC(=O)c1nn(C)c(C)c1Cl
    4% | 22
- CC1CCCCN1C(=O)Nc1cccc(C(F)(F)F)c1 (stereo not given)
    6% | 13
- CCN(CC)CC(=O)NN(Cc1ccccc1)c1ccccc1
    -17% | -3
- Cc1ccc(NC(=O)CSCC(=O)NC2CCCCC2)cc1
    u | x
- O=C(O)Cn1cnc2ccccc2c1=O
    u | x
- C/C(=N/Nc1ncc(C(F)(F)F)cc1Cl)c1ccncc1
    0% | -2
- COc1ccc(NC(=O)C2CCN(c3nc(C)nc4c3CCC4)CC2)cc1
    u | x
- Cc1cccc2nc(CSc3nncn3-c3ccccc3)cn12
    30% | -13
- O=C(NCC(c1ccco1)N1CCCC1)c1ccc(S(=O)(=O)Nc2ccccc2Cl)cc1 (stereo not given)
    u | x
- CCOC(=O)C1CCN(C(=O)COc2ccc(Br)cc2C)CC1
    u | x
- Cc1ccc(N2CC(C(=O)NC(C)CCc3ccccc3)CC2=O)cc1 (stereo not given)
    i | -15
- O=S(=O)(c1ccc(NC(=S)NN=C(Cc2ccccc2)Cc2ccccc2)cc1)N1CCOCC1
    -13% | 1
- N=C(N)c1ccc(N)cc1
    u | x
- Cc1c(NC(=O)COC(=O)c2ccc(O)cc2)c(=O)n(-c2ccccc2)n1C
    3% | -2
- CCC(=O)NNc1ncnc2c1cnn2C
    u | x
- CC(=O)N/N=C/c1ccccc1OCCOc1cccc(C)c1
    u | x
- O=[N+]([O-])c1ccc(N=Nc2ccc(O)cc2O)cc1
    u | x
- Cc1ccsc1C(=O)NNC(=O)c1cccc(S(=O)(=O)N2CCCC2)c1
    u | x
- COc1cc(/C(C)=N\NC(=O)CSc2nc3ccccc3n2C)ccc1O
    u | x

# Some of these compounds in order of the S3 lipid droplet cell count max value, descending:
Compound | S3 lipid droplet cell count max
COc1ccc(OCc2cc(C(=O)N3CCN(CC(=O)N(C)C)CC3)no2)c(Cl)c1 | 6
O=S(=O)(c1ccc(NC(=S)NN=C(Cc2ccccc2)Cc2ccccc2)cc1)N1CCOCC1 | 1
Cc1c(NC(=O)COC(=O)c2ccc(O)cc2)c(=O)n(-c2ccccc2)n1C | -2
Cc1cccc2nc(CSc3nncn3-c3ccccc3)cn12 | -13
Cc1ccc(N2CC(C(=O)NC(C)CCc3ccccc3)CC2=O)cc1 (stereo not given) | -15

# (continued)
# The line under a structure holds: S3 lipid droplet | S3 lipid droplet cell count max
- NC(=O)Cn1c(=O)n(CCC(=O)NCCSCc2ccccc2)c(=O)c2ccccc21
    u | x
- O=C(O)C1CCCCN1C(=O)c1ccc(S(=O)(=O)N2CCCCCC2)cc1 (stereo not given)
    -25% | -17
- CCn1cc(C(=O)NCc2cccnc2)c(=O)c2cc(F)c(N3CCN(C(=O)c4ccco4)CC3)cc21
    u | x
- Cc1cccn2c(=O)c(/C=N/O)c(NCc3ccccc3)nc12
    9% | -5
- COC(=O)CC1COc2ccccc2N1S(=O)(=O)c1ccc(OC)cc1 (stereo not given)
    1% | 10
- COC(=O)c1sccc1NC(=O)CCC1CCCC1
    u | x
- O=C(CN(Cc1ccccc1)S(=O)(=O)c1ccccc1)N1CCOCC1
    -22% | x
- CS(=O)(=O)N(CC(=O)NCc1ccco1)c1cc(C(F)(F)F)ccc1Cl
    u | x
- Cc1cc(N2C(=O)C3CC=CCC3C2=O)cc(C)c1Br (stereo not given)
    8% | 6
- O=C1N(Cc2cccnc2)C[C@@H]2C[C@@H](c3cccc(Oc4ccccc4)c3)N3CCC[C@@]123
    4% | 20
- COc1ccc(-c2n[nH]c(C)c2-c2ccc(Cl)cc2)c(O)c1
    u | x
- Cc1cc(C)cc(OCC(O)CN2CC(C)OC(C)C2)c1 (stereo not given)
    u | x
- COc1cc(NC(=O)CSc2nnc3c(n2)[nH]c2ccc(S(=O)(=O)NC(C)C)cc23)cc(OC)c1OC
    1% | x
- CCCCCCCCCc1nc2sc3c(c2c(=O)n1NC(=O)c1ccc([N+](=O)[O-])cc1)CC(C)(C)OC3
    u | x
- O=C1c2cccc3cccc(c23)C(=O)N1c1ccccc1Cl
    i | 23
- CC(=O)Nc1ccc(NC(=O)COC(=O)c2ccccc2SCC(=O)N2CCCC2)cc1
    u | x
- O=C(COC(=O)c1cccc(C(F)(F)F)c1)NCc1ccc(Cl)cc1
    12% | 4
- O=Cc1cnc(N2CCN(Cc3ccccc3)CC2)s1
    u | x
- CC(C)COc1nc2ccccc2c(=O)n1OCC(=O)O
    u | x
- c1cc(-c2ccncc2)ccn1
    u | x
- CN(CC(=O)NC1CCN(Cc2ccccc2)CC1)S(=O)(=O)c1ccc2c(c1)c(=O)n(C)c(=O)n2C
    5% | -3
- CN1CCN(c2nc(-c3ccccc3)nc(-c3ccc(F)cc3)c2C#N)CC1
    u | x
- Cc1cc(Cl)ccc1NC(=S)N1CCOCC1
    u | x
- COCC(C)n1c(COc2ccccc2F)nnc1SCC(=O)Nc1oc(C)c2c(C)n[nH]c(=O)c12 (stereo not given)
    u | x
- CCN(CC)CCCN(Cc1cc2cc3c(cc2[nH]c1=O)OCO3)C(=S)NCc1ccco1
    -1% | -1
- Clc1ccc(-c2nn3cnnc3s2)c(Cl)c1
    u | x
- O=C(NNC(=S)NCc1ccccc1)c1cccc([N+](=O)[O-])c1
    u | x
- COc1ccc(OC)c(NC(=O)C2CCCNC2=O)c1 (stereo not given)
    u | x
- COC(=O)Nc1nnc(COc2ccccc2)s1
    3% | 16
- C=CCn1c(SCC(=O)Nc2cc(Cl)ccc2C(=O)O)nc2sc(C)c(C)c2c1=O
    21% | -9
- CCCN1C(=O)c2ccc(C(=O)NC3CCCCC3)cc2C1=O
    30% | x
- COC(=O)Cn1c(N)[n+](Cc2ccccc2)c2ccccc21
    -1% | 11
- Cc1noc(C)c1COc1cccc(C(=O)OC(C)C(=O)Nc2ccc3c(c2)OCO3)c1 (stereo not given)
    u | x
- Cc1ccc([N+](=O)[O-])cc1-c1ccc(/C=N/NC(=O)c2cc3c(ccc4ccccc43)o2)o1
    i | 23
- O=c1ncn(-c2ccc(F)cc2)c2ncccc12
    u | x
- Oc1ccc(Br)cc1/C=N/n1cnc2ccccc21
    u | x
- c1ccc2c(Nc3nnc(-c4ccncc4)s3)cccc2c1
    u | x
- Cc1ccc(-c2nc(C#N)c(NCCN3CCCCC3)o2)cc1
    i | 1
- O=C(Cc1n[nH]c(=O)c2ccccc12)OCc1c(Cl)cccc1Cl
    u | x
- CC1=CC2=NC(=O)/C(=C\c3cc(C)n(-c4ccccc4)c3C)C(=N)N2O1
    14% | -3
- COC(=O)Cn1c(=NC(=O)c2cc(OC)c(OC)c(OC)c2)sc2cc(OC)ccc21
    u | x
- CCOC(=O)C1CCN(C(=O)Cn2cnc3sc(C)c(S(=O)(=O)N4CCOCC4)c3c2=O)CC1
    i | 1
- CCOC(=O)N1CCC(NC(=O)Cn2ncc3c2-c2cc(C)ccc2OC3)CC1
    -8% | -16
- CCCCCCCC/C=C\CCCCCCCC(=O)NCCc1ccc(O)c(O)c1
    -7% | x
- COc1ccc(C)cc1S(=O)(=O)Nc1ccc2c(c1)N(C(C)=O)CCC2
    u | x
- CCCCOC(=O)n1c(=O)oc2ccccc21
    u | x
- CO/N=C/C(=N\Nc1ccccc1)C(=O)c1ccccc1
    u | x
- CCOC(=O)Cc1csc(NC(=O)c2c(O)c3ccccc3n(CC(C)C)c2=O)n1
    u | x
- C/C(=N\NC(=O)c1ccccc1N)c1ccc(NC(=O)Cc2ccccc2)cc1
    10% | -3
- CC(C)(C)c1ccc(CSc2ccc(S(=O)(=O)N3CCOCC3)cn2)cc1
    u | x
- CCOc1ccccc1Nc1nc(N)nc(CSc2nccc(C)n2)n1
    -16% | -9
- COc1ccc(NC(=O)C2=C(C)NC(=O)NC2c2ccccc2[N+](=O)[O-])cc1 (stereo not given)
    -2% | 10
- O=C(c1ccc(S(=O)(=O)Nc2ccccc2F)cc1)N1CCCCCC1
    u | x
- COc1cccc(CNC(=O)C2CCN(S(=O)(=O)c3ccc4c(c3)CC(C)N4C(=O)C3CC3)CC2)c1 (stereo not given)
    u | x
- Cc1nc2ccc(S(=O)(=O)NC(C(=O)N3CCC(C)CC3)C(C)C)cc2s1 (stereo not given)
    u | x
- O=C(Nc1cccc([N+](=O)[O-])c1)N1CCN(c2ccccc2)CC1
    1% | 11
- COc1cc(C(=O)CSc2nncn2C)cc(OC)c1OC
    u | x
- CCCCNC(=O)c1cc2c(=O)n(CC)c3ccccc3c2s1
    8% | 15
- COc1ccc(N2CCN(C(=O)c3ccc(CS(=O)Cc4ccc(Cl)cc4)o3)CC2)cc1 (stereo not given)
    u | x
- COc1cccc(-c2nc3ccc(C(=O)N4CCCC(O)C4)cc3o2)c1 (stereo not given)
    u | x

# Remaining list, next part:
# The line under a structure holds: S3 lipid droplet | S3 lipid droplet cell count max
- Cc1ccc(-n2c3c(cc(C(=O)N4CCN(C)CC4)c2=O)C(=O)CC(C)(C)C3)cc1
    u | x
- Cc1cc(N)n(-c2ccccc2C)n1
    u | x
- Cc1csc2c(N3CCN(C(=O)c4ccc(C(C)(C)C)cc4)CC3)ncnc12
    u | x
- CCOC(=O)CNC(=O)CSc1nnc(-c2ccc(OC)cc2)n1CC
    0% | 15
- COC(=O)c1c(NC(=O)c2nc3nc(C)cc(C(F)F)n3n2)sc2c1CCC2
    u | x
- Cc1ccsc1/C=N\NC(=O)Cn1nnc2ccccc21
    -12% | -19
- COC(=O)CCCCCCCCC(O)CN(C)C (stereo not given)
    u | x
- CN(CC(=O)Nc1cccc(F)c1)C(=O)c1ccc(C2SCCS2)cc1
    23% | 5
- CC(C)CN1CCC(C(=O)N2CCN(c3ccccc3F)CC2)CC1
    u | x
- O=C(O)C1CCCN1S(=O)(=O)c1ccc(F)cc1 (stereo not given)
    u | x
- COc1ccc(NC(=O)CC2(CC(=O)O)CCCC2)cc1
    7% | 29
- COc1cc(NS(=O)(=O)c2ccc(N)cc2)ncn1
    u | x
- Cc1cc(NC(=O)C(=O)c2c(C)[nH]c3ccccc23)no1
    5% | 8
- C=C1C(C(=O)Nc2ccc(F)cc2)C1C(=O)Nc1ccc(F)cc1 (stereo not given)
    i | x
- O=C1CC(c2ccco2)CC2=C1C(c1ccccc1)n1nc(C(F)(F)F)nc1N2 (stereo not given)
    i | x
- CCOC(=O)Cc1csc(N)n1
    u | x
- CSCCC(NC(=O)COc1ccccc1)C(=O)N(C)CC(=O)Nc1c(C)cccc1C (stereo not given)
    u | x
- COc1ccc(C(=O)NNC(=S)NC(=O)c2cccs2)cc1
    u | x
- O=C(CC12CC3CC(CC(Br)(C3)C1)C2)OCCN1CCCCC1
    18% | -3
- CCOC(=O)N1CCN(Cc2nc(N)nc(Nc3ccccc3C)n2)CC1
    u | x
- COc1ccccc1CNC(=O)CCSCc1cccc(Cl)c1
    -16% | -9
- COC(=O)C(Cc1ccccc1)NC(=O)CSc1nc(C)cc(=O)[nH]1 (stereo not given)
    u | x
- CC(=O)/C=C1/C(=O)Nc2ccccc21
    u | x
- Cc1c(C)n(C)c2ccc(C(=O)NCCCN3CCN(C)CC3)cc12
    u | x
- CCCC1=[N+](CC(=O)c2ccccc2)CCn2c(C)ccc21
    12% | -2
- CN(CC(=O)Nc1ccc(F)c(F)c1F)C(=O)Cc1ccc2c(c1)OCCO2
    -21% | 8
- Cc1ccc(-n2nnnc2C(Cl)c2nnnn2-c2ccc(C)cc2)cc1
    u | x
- CC(=O)Nc1ccc(NC(=O)Cc2sc(C)nc2-c2ccc(C)cc2)cc1
    4% | 4
- CCCCc1nnc(NC(=O)CCc2ccccc2)s1
    u | x
- O=C(Cn1c(NCCO)nc2ccccc21)c1ccc(F)cc1
    u | x
- CN(Cc1ccco1)C(=O)Cn1c(=O)oc2cc(S(=O)(=O)NCc3ccccc3)ccc21
    11% | -1
- C[C@@H]1CN(C(=O)c2cc(COc3cccc(C(F)(F)F)c3)on2)C[C@H](C)O1
    25% | -18
- Cn1c(=O)c2[nH]c(N3CCN(c4cccc(O)c4)CC3)nc2n(C)c1=O
    -1% | -10
- O=C(COC(=O)c1ccccc1OC(F)F)Nc1ccc2[nH]c(=O)[nH]c2c1
    u | x
- O=C(CSc1ccc(-c2cccc([N+](=O)[O-])c2)nn1)NCc1ccccc1
    u | x
- CCOC(=O)NC(=O)/C(N=Nc1cccc(C(F)(F)F)c1)=C(\C)O
    u | x

# Two consecutive compounds already listed:
# The line under a structure holds: S3 lipid droplet | S3 lipid droplet cell count max
- CN(Cc1ccco1)C(=O)Cn1c(=O)oc2cc(S(=O)(=O)NCc3ccccc3)ccc21
    11% | -1
- C[C@@H]1CN(C(=O)c2cc(COc3cccc(C(F)(F)F)c3)on2)C[C@H](C)O1
    25% | -18

# These rows are one share of the data, so the mix of outcomes need not match the whole.
